From PubChem
S100A4 inh HTS – inhibitors of human S100A4 binding to myosin IIA peptide; P26447; AID 652163; 0.14% of 360,000 active; S100A4/TAMRA-MyoIIA peptide fluorescence polarization; inhibition, % at 10.7 µM;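 active = mean inhibition of at least 70% across replicates, with every replicate also reaching that level; inconclusive = mean inhibition reaches 70% but some replicates fall short; inactive = mean inhibition below 70%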
Target sequence (P26447 whole entry, looked up): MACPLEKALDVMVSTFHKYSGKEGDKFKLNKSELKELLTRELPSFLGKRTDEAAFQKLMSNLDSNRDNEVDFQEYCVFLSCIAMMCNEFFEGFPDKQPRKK
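Test system: S100A4 monomer protein. Medium: HEPES buffer with Ca2+, pH 7.2. Reagent: fluorescent myosin IIA peptide, 5 nM. Compound dosing: single-point compound testing. Timing: 5 min between mix addition and reading. Benchmarks: DMSO neutral and TFP positive wells.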
FN deposit inh – fibronectin deposition inhibition; AH1F fibroblasts, Alexa488-fibronectin deposition fluorescence, overnight; inhibition, % at 12.6 µM; 0.086% of 350,000 active; AID 743247;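 active = mean inhibition across replicates of 30% or more, regardless of how many single replicates reach that level; inconclusive = mean under 30% yet at least half of replicates reach 30%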;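 note: positive control wells lacked labelled fibronectin entirely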
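Schedule: 1 h cell adhesion before compound, then overnight fibronectin incubation; test system: AH1F fibroblast monolayer depositing Alexa488-labelled fibronectin into matrix; quantity: 10000 AH1F cells per well; probe or stimulus: fluorescent fibronectin at 24 nM final; signal: fluorescence, ex 485 nm, em 525 nm; evaluation: percent inhibition as loss of matrix-bound fibronectin fluorescence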
Casp6 inh – caspase-6 (human) enzyme inhibition; purified caspase-6, Z-VEID-R110 cleavage fluorescence; inhibition, % at 12.5 µM; 0.53% of 350,000 active; AID 686996;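 active = mean inhibition across replicates at least about 35%, with every replicate also reaching that limit, limit read from the data; inconclusive = only one of the two criteria met; inactive = neither criterion met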;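 note: 0% = median of neutral control wells and 100% = no fluorescence left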
Target sequence (P55212 24-179 limits assumed): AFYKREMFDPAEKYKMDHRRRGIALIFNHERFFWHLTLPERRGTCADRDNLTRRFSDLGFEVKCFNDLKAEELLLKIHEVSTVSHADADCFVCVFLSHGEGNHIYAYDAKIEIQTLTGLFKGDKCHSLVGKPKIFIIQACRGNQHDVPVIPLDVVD
Target sequence (P55212 194-293 limits assumed): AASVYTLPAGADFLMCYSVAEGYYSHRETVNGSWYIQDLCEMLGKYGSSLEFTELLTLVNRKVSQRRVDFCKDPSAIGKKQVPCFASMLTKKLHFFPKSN
Statin myotox sup – suppression of simvastatin myotoxicity | C2C12 myotubes + simvastatin, ATP luminescence, 48 h; scaled: DMSO 0, geranylgeraniol control 100 | rescue of ATP level, % at 7.49 µM | 0.78% of 330,000 active | AID 602340;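 active = mean ATP rescue above about 67%, or every replicate alone reaching that limit, limit read from the data, passing the limit was not always enough; inconclusive = no clear call, values can overlap the other calls; inactive = mean under the limit and some replicate under it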;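 note: myotubes were challenged with 10 µM simvastatin during compound exposure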
esBAF inh – blocks esBAF chromatin remodeling in mouse ES cells. Bmi1-luciferase knock-in reporter, 24 h; 100% = twice the neutral-well signal. reporter increase, % at 12.5 µM. 2% of 350,000 active. AID 602393; in the data active = activation above about 40%; inconclusive = no clear call, values can overlap the other calls;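 note: 0% = median of the plate's neutral control wells and 100% = double that signal; a rise in the Bmi1 reporter signal indicates esBAF inhibition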
LGR2 antag – Drosophila LGR2 receptor signaling inhibition | HEK293 LGR2, CRE-luciferase, bursicon-stimulated, 4 h | 0.35% of 380,000 active | AID 720647 | inhibition, % at 9.99 µM;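 active = drop in luminescence signal, shown as inhibition above about 50% in the replicate tests, limit read from the data, passing the limit was not always enough; inconclusive = probably only some replicates passing the limit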;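 note: agonist challenge used bursicon conditioned medium at about half maximal strength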
SIRT5 block – sirtuin-5 (human) deacylase inhibition; 1.1% of 330,000 active; Purified SirT5, succinyl-peptide AMC, trypsin-coupled fluorescence; Q9NXA8; inhibition, % at 15 µM; AID 652115; in the data active = inhibition above about 15%; inconclusive = no clear call, values can overlap the other calls
Target sequence (Q9NXA8 whole entry, looked up): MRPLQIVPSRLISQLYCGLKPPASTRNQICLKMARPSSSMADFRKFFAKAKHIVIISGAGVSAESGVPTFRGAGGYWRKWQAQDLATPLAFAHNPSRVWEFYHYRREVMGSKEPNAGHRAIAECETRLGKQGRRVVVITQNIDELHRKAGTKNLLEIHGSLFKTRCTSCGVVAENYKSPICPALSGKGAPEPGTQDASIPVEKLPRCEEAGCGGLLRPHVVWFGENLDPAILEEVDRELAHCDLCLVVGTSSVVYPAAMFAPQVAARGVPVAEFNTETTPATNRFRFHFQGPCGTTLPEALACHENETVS
* marks the source's active call; other numbers are inactive results; ? = inconclusive; nt = not tested or not shown. This is a subset. The share of hits here may be higher or lower than overall.

SMILES	S100A4 inh HTS	FN deposit inh	Casp6 inh	Statin myotox sup	esBAF inh	LGR2 antag	SIRT5 block
CCOC(=O)N1CCN(CC(O)COCc2ccccc2)CC1 (stereo not drawn)	nt	12.7	nt	1.0	-2.3	nt	nt
COCCNCC(=O)N1c2ccccc2Sc2ccccc21	0.3	-1.4	-3.0	-0.9	-3.3	18.1	-0.1
Cc1ccc(OCc2nc(-c3ccc(-n4cccc4)cc3)no2)cc1C	-0.5	0.3	-0.9	19.1	-11.5	-5.1	-4.0
Cc1nnn(C23CC4CC(CC(CC(=O)Nc5cccc(F)c5)(C4)C2)C3)n1	-2.2	4.7	-0.6	-9.2	-0.6	-11.2	-4.2
O=C(C[C@H]1C/C=C\C[C@H](NC(=O)OCC2c3ccccc3-c3ccccc32)C(=O)OC[C@H](Cc2ccccc2)NC1=O)N[C@H](CO)Cc1ccccc1	nt	-6.5	nt	-36.3	-11.2	-0.9	nt
CCC(=O)N1CC2(C1)[C@@H](c1ccc(C3=CCCC3)cc1)[C@@H](CO)N2C(=O)COC	9.5	-5.5	-1.7	nt	nt	-24.6	-1.5
COc1ccc(Nc2cccc(Cl)c2)c(C(=O)O)c1	nt	-6.2	nt	-1.1	0.1	-28.2	nt
Cc1noc(C)c1NC(=O)Nc1ccc2c(c1)C(=O)N([C@@H](C)CO)C[C@@H](C)[C@@H](CN(C)Cc1ccncc1)OCCCC[C@H](C)O2	8.6	nt	-1.4	nt	0.4	0.1	-1.7
CC(=O)Nc1ccc(Nc2c3c4c(cccc4n(C)c2=O)C(=O)c2ccccc2-3)cc1	-1.1	17.3	-1.0	nt	nt	3.8	-2.1
COc1ccc(NC(=O)N(C)C[C@@H]2Oc3c(NC(=O)C4CCOCC4)cccc3C(=O)N([C@H](C)CO)C[C@@H]2C)cc1	6.2	nt	4.2	-0.4	1.6	20.9	2.4
Cc1ccccc1-c1cnc2c(c1)C(=O)N([C@@H](C)CO)C[C@H](C)[C@@H](CN(C)CC1CCOCC1)O2	21.2	nt	2.0	10.0	-6.1	6.7	-1.2
O=[N+]([O-])c1ccccc1S(=O)(=O)NCCSCc1ccco1	1.7	-8.8	-1.4	-5.6	14.7	nt	-0.3
CC(=O)Nc1cc(-c2cccc(F)c2)cn2c(-c3ccc(F)c(Cl)c3)cnc12	-12.3	3.6	-2.4	-6.9	-5.2	6.8	nt
Cc1ccccc1CN(C)C[C@H]1OCc2cn(nn2)CCCC(=O)N([C@@H](C)CO)C[C@@H]1C	17.0	-1.0	-2.5	1.1	3.5	6.4	-2.0
Cc1onc(-c2ccccc2)c1C(=O)NC(=S)NNC(=O)c1ccccc1O	-0.5	9.0	-2.1	nt	nt	-11.5	0.6
CCN1C(=O)[C@@H]2[C@@H](c3ccc(SC4CCCCC4)c(OC)c3)N3CCCC[C@@]3(C(=O)OC)[C@@H]2C1=O	-6.8	-3.0	0.0	-9.4	-7.0	14.3	nt
COc1cc(/C=C(\C#N)C(=O)Nc2ccc(C(=O)O)cc2)ccc1OC(=O)c1cccc(F)c1	-6.1	-3.3	6.2	-2.6	-3.0	-7.6	-1.1
COc1ccc(OCC(O)CN(CC(O)COc2ccc(OC)cc2)c2cccc(O)c2)cc1 (stereo not drawn)	-2.0	-2.8	3.4	8.5	-1.1	8.7	-1.0
O=C(Nc1cccc(S(=O)(=O)N2CCOCC2)c1)C12CC3CC(CC(C3)C1)C2	-0.4	0.2	-0.3	nt	nt	-3.2	-2.8
COc1cccc(-c2cnc3c(c2)C(=O)N([C@H](C)CO)C[C@@H](C)[C@H](CN(C)C(=O)CN(C)C)O3)c1	2.7	nt	2.0	9.4	0.0	5.1	-4.0
COc1ccc(-c2nnc(SCC#CCO)o2)cc1OC	nt	4.3	nt	-9.4	-7.3	nt	nt
COc1ccc(SCC(O)Cn2c3ccccc3c3ccccc32)c(OC)c1 (stereo not drawn)	4.9	8.2	-0.1	nt	nt	3.2	-0.3
Fc1ccc(Oc2cnns2)cc1	-26.4	-1.0	-0.3	nt	nt	nt	-6.1
O=S(=O)(/N=C(/c1ccccc1)N1CCCCC1)c1ccccc1	nt	-0.2	nt	-3.9	-1.2	7.2	nt
Cc1ccc(C(=O)COC(=O)C(C)N2C(=O)C3C4CCC(C4)C3C2=O)cc1C (stereo not drawn)	-1.1	0.9	4.7	-1.9	17.6	9.5	-2.0
(more compounds)
SMILES	S100A4 inh HTS	FN deposit inh	Casp6 inh	Statin myotox sup	esBAF inh	LGR2 antag	SIRT5 block
CN(C)S(=O)(=O)n1cc(/C=C(\NC(=O)c2ccccc2Cl)C(=O)NCCCN2CCOCC2)c2ccccc21	-5.8	4.3	-5.7	-15.8	2.9	9.9	-1.6
C[C@@H]1CN([C@H](C)CO)C(=O)c2cccc(NC(=O)c3ccc(-c4nccs4)cc3)c2O[C@H]1CN(C)C(=O)NC1CCCCC1	15.9	23.4	0.2	-13.7	6.9	3.9	1.4
COc1ccc(/C=C(/C#N)C(=O)Nc2ccc(O)cc2)cc1C(=O)O	-0.9	5.1	4.2	nt	nt	6.3	5.9
CCOc1ccc(CCNC(=O)COC(=O)c2c(C)nn(-c3ccccc3)c2C)cc1OCC	15.3	-8.6	-1.0	-2.5	-7.2	2.8	0.5
CCn1cc(C(=O)NCCCN(C)c2ccccc2)c(=O)c2cc(S(=O)(=O)N(C)C)ccc21	-5.6	3.1	-0.8	-0.3	-6.2	-5.7	nt
O=C(/C=C/c1ccc(F)cc1)NC(=S)NNC(=O)c1cnccn1	-1.9	9.0	1.9	nt	nt	-0.4	2.5
COc1cc2sc(NC(=O)c3ccco3)nc2cc1Cl	-1.0	-1.7	-1.6	-2.9	51.6*	-35.7	-4.1
CCNC(=O)C1(C)CCN(C(=O)c2ccc(OC)cc2OC)C1 (stereo not drawn)	-4.3	0.7	-1.1	8.3	-10.2	-9.1	-1.7
C[C@H](NC(=O)[C@H]1[C@H](CO)[C@H]2Cn3c(cccc3=O)[C@H]2N1C(=O)C1CC1)c1ccccc1	-11.1	nt	0.9	-2.8	3.4	-12.8	0.1
CO[C@H]1CN(C)C(=O)c2ccc(NC(=O)C3CCOCC3)cc2OC[C@@H](C)N(CC2CC2)C[C@@H]1C	-6.4	-15.5	-4.4	-7.1	2.6	-1.4	1.3
C=CCc1ccc(OCCCNCc2ccccc2)c(OC)c1	1.9	1.1	5.0	5.6	5.5	-10.3	-3.0
COc1cc(CN(C)CC2CCCN(CCc3cccc(C(F)(F)F)c3)C2)ccc1O (stereo not drawn)	-3.7	-9.8	-24.8	17.5	0.9	12.5	-2.9
CN(C)c1ccc(-c2nnn(CC(=O)NCc3ccc4c(c3)OCO4)n2)cc1	30.3	8.0	3.2	nt	nt	13.6	-5.4
C(=N\N1CCN(c2ccccn2)CC1)/c1ccccn1	1.1	-7.4	-0.7	11.4	?	nt	-0.8
CCOC(=O)C1CCCN(S(=O)(=O)c2ccc(S(N)(=O)=O)cc2)C1 (stereo not drawn)	-6.0	nt	2.4	6.1	-3.3	11.3	0.6
CC(C)[C@@H]1COCn2nncc2CC[C@H](Cc2ccccc2)C(=O)N1	-1.6	-13.4	-2.6	nt	nt	2.3	-1.6
CCCCn1nc(C(=O)Oc2ccc3c(C)cc(=O)oc3c2)c2ccccc2c1=O	-9.6	-8.9	3.0	nt	nt	6.4	nt
CC1CCCCN1CCNC(=O)CCc1nnc2n(Cc3ccccc3)c(=O)c3ccccc3n12 (stereo not drawn)	2.7	4.4	-18.1	-12.8	3.1	2.2	-3.7
CCC(=O)N(C)C[C@@H]1Oc2ncc(C#Cc3ccc(OC)cc3)cc2C(=O)N([C@H](C)CO)C[C@H]1C	-2.6	nt	-1.3	15.5	4.6	-27.3	9.5
Cc1ccc(/C=C2/SC(=Nc3ccc(F)cc3)NC2=O)s1	9.0	-6.5	nt	10.7	-0.3	-41.3	0.9
CN1C(=O)c2cc(NC(=O)c3ccc(F)cc3)ccc2OC[C@H]2O[C@@H](CC(=O)NC3CCC3)CC[C@@H]21	17.5	-6.5	-4.1	12.7	-2.4	0.9	-1.3
CN1c2ccc(-c3cccc(C#N)c3)cc2[C@H]2[C@H](CCN2C(=O)C2CCC2)[C@H]1CO	nt	0.6	nt	19.3	-7.7	3.6	nt
O=C(COc1ccccc1)N1CCN=C1SCc1cccc(F)c1	1.5	1.3	-1.3	nt	nt	11.1	4.0
Cc1cc(O)c(C(C)C)cc1NS(=O)(=O)c1ccccc1	nt	1.7	nt	3.2	-9.8	nt	nt
COc1ccc(CC(=O)NCc2nnc(SCC(=O)Nc3ccccc3)n2C)cc1	0.8	nt	-0.2	nt	nt	18.8	0.2

Complete entries, quoted from the list.
CCn1cc(C(=O)NCCCN(C)c2ccccc2)c(=O)c2cc(S(=O)(=O)N(C)C)ccc21 in the list: S100A4 inh HTS = -5.6; FN deposit inh = 3.1; Casp6 inh = -0.8; Statin myotox sup = -0.3; esBAF inh = -6.2; LGR2 antag = -5.7; SIRT5 block = nt
CO[C@H]1CN(C)C(=O)c2ccc(NC(=O)C3CCOCC3)cc2OC[C@@H](C)N(CC2CC2)C[C@@H]1C in the list: S100A4 inh HTS = -6.4; FN deposit inh = -15.5; Casp6 inh = -4.4; Statin myotox sup = -7.1; esBAF inh = 2.6; LGR2 antag = -1.4; SIRT5 block = 1.3
O=C(/C=C/c1ccc(F)cc1)NC(=S)NNC(=O)c1cnccn1 in the list: S100A4 inh HTS = -1.9; FN deposit inh = 9.0; Casp6 inh = 1.9; Statin myotox sup = nt; esBAF inh = nt; LGR2 antag = -0.4; SIRT5 block = 2.5

The results go on:
SMILES	S100A4 inh HTS	FN deposit inh	Casp6 inh	Statin myotox sup	esBAF inh	LGR2 antag	SIRT5 block
C/C=C/c1ccc2c(c1)O[C@@H](CN(C)C(=O)Nc1ccccc1)[C@@H](C)CN([C@@H](C)CO)S2(=O)=O	3.0	-10.0	0.0	41.5	7.6	-6.0	-1.8
CC(=O)N1CC(=O)N=C1SCC(=O)Nc1nc(C)c(-c2ccccc2)s1	15.5	-3.3	1.6	29.7	-8.0	-17.0	10.5
CCn1c(=S)sc2c(=O)[nH]c(C)nc21	nt	3.1	nt	2.8	0.4	nt	nt
O=C(Nc1nc2cc3c(cc2s1)OCO3)c1ccco1	0.7	2.3	-1.9	-127.9	-68.7	70.9*	-3.7
CC1=C(C(=O)OCc2ccccc2)C(c2ccc(Cl)cc2)NC(=O)N1CCCC(=O)O (stereo not drawn)	4.0	3.5	1.0	nt	nt	-10.6	4.3
CCOc1ccc(-c2nc(CSCC(=O)NC3CCN(Cc4ccccc4)CC3)c(C)o2)cc1	-2.6	15.0	-14.5	-8.0	-67.8	9.6	nt
C[C@H](CO)N1C[C@H](C)[C@@H](CN(C)C(=O)Nc2ccc3c(c2)OCO3)Oc2c(NC(=O)CCCCCC(=O)Nc3ccccc3N)cccc2C1=O	-0.1	6.2	-0.2	-33.8	8.6	-1.9	nt
O=C(c1cccc(OC(F)F)c1)N1CCN(c2ncccn2)CC1	1.2	nt	0.5	1.2	-3.0	2.8	-0.7
COc1cccc(CN2CCNC(=O)C2CC(=O)N(C)C2CCOCC2)c1 (stereo not drawn)	-39.0	4.8	-1.3	3.7	-7.9	4.6	-5.6

An excerpt from the list above, as a working copy:
SMILES	S100A4 inh HTS	FN deposit inh	Casp6 inh	Statin myotox sup	esBAF inh	LGR2 antag	SIRT5 block
COc1ccc(CC(=O)NCc2nnc(SCC(=O)Nc3ccccc3)n2C)cc1	0.8	nt	-0.2	nt	nt	18.8	0.2
C/C=C/c1ccc2c(c1)O[C@@H](CN(C)C(=O)Nc1ccccc1)[C@@H](C)CN([C@@H](C)CO)S2(=O)=O	3.0	-10.0	0.0	41.5	7.6	-6.0	-1.8
CC(=O)N1CC(=O)N=C1SCC(=O)Nc1nc(C)c(-c2ccccc2)s1	15.5	-3.3	1.6	29.7	-8.0	-17.0	10.5
